Assay outcomes deposited in PubChem by National Center for Advancing Translational Sciences (NCATS).
HP1b chromo inh: HTS for Inhibitors of HP1-beta Chromodomain Interactions with Methylated Histone Tails; Chromobox protein homolog 1 (Homo sapiens), P83916; AlphaScreen HP1-beta / biotin-H3K9me3 peptide binding; Potency, µM (series often up to 114 µM), inactives show at the highest dose activity change, negative = inhibition, actives largely listed as inhibitors; 0.56% of 390,000 active; AID 540317, 2011; note: nearly all actives have a fitted effect of over 70% in size; inactives centre near 23
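Compound inhibition of the preformed complex between 50 nM HP1-beta and 50 nM biotinylated H3K9me3 peptide was read by AlphaScreen. Buffer was PBS pH 7.4 with 0.01% Tween-20. Incubations ran 30 min at room temperature, with 10 ug/mL donor/acceptor beads.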
Pin1 inhibitor: qHTS Assay to Find Inhibitors of Pin1 | Peptidyl-prolyl cis-trans isomerase NIMA-interacting 1 (Homo sapiens), Q13526 | Pin1 FP peptide displacement, HiFluor488, 10 min | Potency, µM (highest dose often 115 µM), without a hit: top-dose activity, negative = inhibition, most hits filed as inhibitors | 0.009% of 390,000 active | AID 504891, 2011; active = well fitted inhibition curve with a large enough effect in the polarisation, with a control signal flat, not every such curve was filed as active; inconclusive = small, poorly fitted or top-dose-only effect, or effect the other way, or a change in a side signal; inactive = no such curve, though single readings can be large or run the other way; the % refers to the polarisation; note: % is set by controls: 0 for no effect and ±100 for the full control effect
12-LOX inh: Primary qHTS assay for inhibitors of human arachidonate 12S-lipoxygenase (ALOX12): Round 2; 1.1% of 580,000 active; Potency, µM (titrated, usually from 108 µM), for the others: at the top dose activity change, negative = inhibition, actives largely listed as inhibitors; Polyunsaturated fatty acid lipoxygenase ALOX12 (Homo sapiens), P18054; purified 12hLO, xylenol orange hydroperoxide absorbance; note: % is set by controls: 0 for no effect and ±100 for the full control effect
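Hydroperoxide product was detected by ferrous iron/xylenol orange as the 573 to 405 nm absorbance ratio. Arachidonic acid at 40 uM (final) was turned over for 30 min at room temperature by 150 nM human 12hLO, pH 7.0 Hepes buffer, after 15 min compound preincubation.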
Tb PGK inh: qHTS Assay to Find Inhibitors of Phosphoglycerate Kinase. Phosphoglycerate kinase, glycosomal (Trypanosoma brucei brucei), P07378. PGK/GAPDH coupled, Kinase-Glo luminescence, 60 min. Potency, µM (top dose mostly 57.5 µM), inactives show at the top dose activity change, negative = inhibition, hits mostly inhibitors. 0.043% of 380,000 active. AID 602233, 2012; note: % is set by controls: 0 for no effect and ±100 for the full control effect; nearly all actives have a fitted effect of over 60% in size
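Luminescent ATP detection (Kinase-Glo Plus) follows a 60-minute room-temperature incubation, with wells lacking PGK as controls. Buffer: 100 mM TEA (pH 7.6), 5 mM MgCl2, 0.01% Tween-20. Coupling enzyme GAPDH (100 nM final) supplies unstable 1,3-BPG in-well.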
ERG-DNA inh: qHTS for Small Molecule Inhibitors of the ERG Ets/DNA interaction | fluorescence polarization, His-ERG Ets domain / labelled DNA | 0.028% of 370,000 active | Potency, µM (doses to about 76.9 µM), inactives show at the top dose FP activity, negative = inhibition, usual class: inhibitors; active = well fitted inhibition curve with a large enough effect in the polarisation, with a control signal flat; inconclusive = small, poorly fitted or top-dose-only effect, or effect the other way, or a change in a side signal; inactive = no such curve, though single readings can be large or run the other way; the % refers to the polarisation;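 note: polarization taken with two DNA probes labelled with fluorescein and Texas red; % of control where 0% means no effect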
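His-tagged ERG Ets domain (1 uM in the protein solution; 300mM KCl, 50mM Tris-HCl, 1mM EDTA, 1mM DTT, pH 7.5) received compound, then a probe mix of 5 nM fluorescein-DNA and 100nM Texas-615-DNA. Fluorescence polarization was read for both dyes.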
RGS4 inhibitor: Inhibitors of Regulator of G Protein Signaling (RGS) 4: qHTS; AID 504845, 2011; Potency, µM (top dose mostly 114 µM), inactives show at the highest dose activity change, negative = inhibition, hits mostly inhibitors; Regulator of G-protein signaling 4 (Homo sapiens), P49798; 0.039% of 390,000 active; Transcreener GDP fluorescence polarization, RGS4-accelerated GTP hydrolysis; note: % is set by controls: 0 for no effect and ±100 for the full control effect; nearly all actives have a fitted effect of over 75% in size; some results filed as inactive show a strong effect at the top dose
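MLSMR compounds (23 nl, pin-transferred) preincubated 10 min at room temperature with a 500nM (2x) first reagent, then RGS4 at 900nM (2x) plus Transcreener GDP mix added; fluorescence polarization (620/688 nm) read before and after 90 min at 30 °C.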
rTrxR1 inhibitor: qHTS Assay for Inhibitors of Mammalian Selenoprotein Thioredoxin Reductase 1 (TrxR1): qHTS; Thioredoxin reductase 1, cytoplasmic (Rattus norvegicus), O89049; recombinant rTrxR1, NADPH fluorescence consumption, selenite substrate; Potency, µM (top dose mostly 114 µM), for the others: at the top dose activity change, negative = inhibition, hits mostly inhibitors; 1% of 390,000 active; note: % is set by controls: 0 for no effect and ±100 for the full control effect; nearly all actives have a fitted effect of over 65% in size
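Rat TrxR1 (90 nM in the dispensed reagent) was pre-reduced with 400 uM NADPH for 5 min at room temperature, then incubated with compound for 15 min. After 400 uM selenite was added, NADPH fluorescence (Ex 340/Em 450 nm) was followed for 8 min.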
JMJD2A Tudor inh: qHTS Assay for Inhibitors of JMJD2A-Tudor Domain; Lysine-specific demethylase 4A (Homo sapiens), O75164; AlphaScreen JMJD2A-Tudor / H3K4me3 peptide binding; Potency, µM (highest dose often 114 µM), inactives show top-dose activity change, negative = inhibition, usual class: inhibitors; 4.4% of 390,000 active; note: % is set by controls: 0 for no effect and ±100 for the full control effect; nearly all actives have a fitted effect of over 50% in size
Target sequence (O75164 whole entry, looked up, the tested form may be a part): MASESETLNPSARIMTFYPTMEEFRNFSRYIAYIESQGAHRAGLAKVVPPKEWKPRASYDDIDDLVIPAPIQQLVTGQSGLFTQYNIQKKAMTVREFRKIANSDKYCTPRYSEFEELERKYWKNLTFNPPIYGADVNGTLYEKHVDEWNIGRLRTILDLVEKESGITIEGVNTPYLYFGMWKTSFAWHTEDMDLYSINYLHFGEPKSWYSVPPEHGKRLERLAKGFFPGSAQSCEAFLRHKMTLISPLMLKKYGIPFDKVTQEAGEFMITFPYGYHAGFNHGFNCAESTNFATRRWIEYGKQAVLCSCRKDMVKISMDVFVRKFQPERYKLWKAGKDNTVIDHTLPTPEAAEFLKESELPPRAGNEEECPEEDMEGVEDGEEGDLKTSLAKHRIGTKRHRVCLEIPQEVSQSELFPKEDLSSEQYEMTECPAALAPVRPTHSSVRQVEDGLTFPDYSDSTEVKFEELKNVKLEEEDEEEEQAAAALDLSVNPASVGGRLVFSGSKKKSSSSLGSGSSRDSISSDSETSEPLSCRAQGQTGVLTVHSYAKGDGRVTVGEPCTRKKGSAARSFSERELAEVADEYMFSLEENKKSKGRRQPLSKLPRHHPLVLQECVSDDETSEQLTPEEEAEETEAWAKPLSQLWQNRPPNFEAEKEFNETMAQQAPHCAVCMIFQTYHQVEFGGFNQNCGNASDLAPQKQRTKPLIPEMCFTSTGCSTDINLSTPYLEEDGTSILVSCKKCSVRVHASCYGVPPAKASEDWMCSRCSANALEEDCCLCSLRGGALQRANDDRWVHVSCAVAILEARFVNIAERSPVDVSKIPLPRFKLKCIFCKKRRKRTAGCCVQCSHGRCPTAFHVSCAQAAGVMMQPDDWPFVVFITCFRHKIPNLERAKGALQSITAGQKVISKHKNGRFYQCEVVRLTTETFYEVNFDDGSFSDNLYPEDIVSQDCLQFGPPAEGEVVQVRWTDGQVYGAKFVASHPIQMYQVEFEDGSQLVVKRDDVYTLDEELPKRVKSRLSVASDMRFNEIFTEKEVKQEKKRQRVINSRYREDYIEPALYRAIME
GLS inh: qHTS for Inhibitors of Glutaminase (GLS). GLS enzymatic activity, qHTS titration. Potency, µM (top dose mostly 45.5 µM), for inactives: at the highest dose activity change, negative = inhibition, usual class: inhibitors. 0.21% of 410,000 active. AID 624170, 2012; note: % is set by controls: 0 for no effect and ±100 for the full control effect
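hKGA in 45 mM KH2PO4 pH 8.2, 0.02% Tween-20 with pin-transferred compounds; 1 mM L-glutamine (stock) plus glutamate oxidase/HRP/Amplex Red coupling added. Fluorescence read initially and after 30 min at RT.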
Numbers without * were called inactive; ? = inconclusive; / = not tested or not shown; [ ] = remark or other dose. Unless noted, calls come from the whole dose curve; as a rule, active = well fitted curve in the direction sought with a large enough effect; inconclusive = small, poorly fitted or top-dose-only effect, or another doubt; inactive = no such curve, though single readings can be large; an effect the other way counts as inactive or inconclusive. Potency is the fitted concentration of half-maximal effect. An excerpt (hit frequency here may not be typical).

1	Cc1onc(-c2ccccc2)c1C(=O)N/N=C/c1cc(Br)c(O)c(Br)c1
2	CCOc1ccc(NC(=O)CC2Nc3cccc4cccc(c34)NC2=O)cc1 (stereo not given)
3	Cc1ccc(Cl)cc1N1CCN(C(=O)CN2C(=O)COc3ccc(S(=O)(=O)N4CCOCC4)cc32)CC1
4	COc1ccc(CCNC(=O)C(=O)NCc2ccc(C(C)C)cc2)cc1OC
5	CCn1nc(C(=O)OCC(=O)Nc2nc(-c3ccc(OC)cc3)cs2)c2ccccc2c1=O
6	O=C(COc1cccc2ccccc12)N/N=C/c1ccc(Sc2nc3ccccc3s2)o1
7	CCc1cccc(OCC(=O)Nc2ccc(C(=O)O)cc2NC(=O)COc2cccc(CC)c2)c1
8	Cc1ccc(NS(=O)(=O)c2ccc3c4c(cccc24)C(=O)N3)c(C)c1
assay / compound | 1 | 2 | 3 | 4 | 5 | 6 | 7 | 8
HP1b chromo inh | 30% | 22% | 43%[activator] | 19% | -3% | 36% | -17% | 4%
Pin1 inhibitor | -3% | / | -5% | 6% | 18% | ? | ? | -2%
12-LOX inh | / | ? | 0% | 0% | ? | 0% | 0% | -13%
Tb PGK inh | -4% | -1% | -5% | 4% | -9% | 3% | -2% | -7%
ERG-DNA inh | -6% | -3% | -3% | 6% | 9% | 9% | 0% | 4%
RGS4 inhibitor | 5% | -28% | -9% | 11% | -16%[11.4 µM] | -16% | -19% | -1%
rTrxR1 inhibitor | ? | -20% | 11% | -2% | 2% | 13% | 7% | -1%
JMJD2A Tudor inh | -10% | ? | -1% | 21% | -35% | -15% | -27% | -35%
GLS inh | 27% | -9% | -5% | 0% | -1% | 7% | 5% | -7%

9	CCc1ccc(C2=Nn3c(nnc3-c3cccs3)SC2)cc1
10	Cn1nnnc1SCCCNCc1cc(Cl)ccc1OCc1ccccc1
11	CS(=O)(=O)Nc1cccc(S(=O)(=O)N2CCN(C(=O)c3ccccc3)CC2)c1
12	CCc1sc(C(=O)N2CCc3ccccc32)cc1C
13	C#CCOCCOCCOCCNc1nc(N2CCN(C(=O)[C@H](CCCCN)n3cc(CC(C)O)nn3)CC2)nc(N2CCN(C(=O)[C@H](CCCCN)n3cc(CC(C)O)nn3)CC2)n1 (stereo not given in full)
14	O=C(NCc1ccc(F)cc1)C1CCN(S(=O)(=O)N2CCCCC2)CC1
15	O=C(Oc1ccc(N(Cc2cccs2)C2=NS(=O)(=O)c3ccccc32)cc1)c1ccc(Cl)cc1
16	CCOC(=O)c1cnc2c(C)c(Cl)ccc2c1Nc1ccc(N2CCOCC2)cc1
17	CCc1nn(C(C)C(=O)N2CC(C)CC(C)C2)c(=O)c2cc3occc3n12 (stereo not given)
18	O=C(c1cccc(F)c1)N1CCN(C(=O)c2nn3cccnc3c2Cl)CC1
assay / compound | 9 | 10 | 11 | 12 | 13 | 14 | 15 | 16 | 17 | 18
HP1b chromo inh | 4% | 19% | 18% | 162%[activator] | 38% | 34% | 62%[activator] | -27% | 28% | 44%[activator]
Pin1 inhibitor | 8% | -2% | -10% | -2% | -2% | 1% | 4% | 4% | 12% | 10%
12-LOX inh | ? | -10% | 2% | -2% | 13µM* | 19% | 98%[activator][57.4 µM] | 2% | 7% | 7%
Tb PGK inh | 4% | -9% | -7% | -23% | 8% | -2% | 2% | -7% | 5% | -10%
ERG-DNA inh | -1% | 1% | -9% | -5% | -9% | -4% | -12% | 1% | -1% | 2%
RGS4 inhibitor | -15%[56.9 µM] | 15% | -17% | 18%[56.9 µM] | 3% | -8% | -28% | -18% | 3% | 1%[11.4 µM]
rTrxR1 inhibitor | 0% | 28% | 18% | 24% | 6% | -4% | 19% | 12% | 13% | 6%[57.1 µM]
JMJD2A Tudor inh | -20%[57.1 µM] | -20% | -5% | 124%[activator] | -15% | -13% | -13% | ? | 0% | -16%[11.4 µM]
GLS inh | 20% | -5% | -7% | -17% | -1% | -4% | 3% | 22% | -7% | -2%

Entries from the list above that contain sulfur (10):
3	Cc1ccc(Cl)cc1N1CCN(C(=O)CN2C(=O)COc3ccc(S(=O)(=O)N4CCOCC4)cc32)CC1
5	CCn1nc(C(=O)OCC(=O)Nc2nc(-c3ccc(OC)cc3)cs2)c2ccccc2c1=O
6	O=C(COc1cccc2ccccc12)N/N=C/c1ccc(Sc2nc3ccccc3s2)o1
8	Cc1ccc(NS(=O)(=O)c2ccc3c4c(cccc24)C(=O)N3)c(C)c1
9	CCc1ccc(C2=Nn3c(nnc3-c3cccs3)SC2)cc1
10	Cn1nnnc1SCCCNCc1cc(Cl)ccc1OCc1ccccc1
11	CS(=O)(=O)Nc1cccc(S(=O)(=O)N2CCN(C(=O)c3ccccc3)CC2)c1
12	CCc1sc(C(=O)N2CCc3ccccc32)cc1C
14	O=C(NCc1ccc(F)cc1)C1CCN(S(=O)(=O)N2CCCCC2)CC1
15	O=C(Oc1ccc(N(Cc2cccs2)C2=NS(=O)(=O)c3ccccc32)cc1)c1ccc(Cl)cc1
assay / compound | 3 | 5 | 6 | 8 | 9 | 10 | 11 | 12 | 14 | 15
HP1b chromo inh | 43%[activator] | -3% | 36% | 4% | 4% | 19% | 18% | 162%[activator] | 34% | 62%[activator]
Pin1 inhibitor | -5% | 18% | ? | -2% | 8% | -2% | -10% | -2% | 1% | 4%
12-LOX inh | 0% | ? | 0% | -13% | ? | -10% | 2% | -2% | 19% | 98%[activator][57.4 µM]
Tb PGK inh | -5% | -9% | 3% | -7% | 4% | -9% | -7% | -23% | -2% | 2%
ERG-DNA inh | -3% | 9% | 9% | 4% | -1% | 1% | -9% | -5% | -4% | -12%
RGS4 inhibitor | -9% | -16%[11.4 µM] | -16% | -1% | -15%[56.9 µM] | 15% | -17% | 18%[56.9 µM] | -8% | -28%
rTrxR1 inhibitor | 11% | 2% | 13% | -1% | 0% | 28% | 18% | 24% | -4% | 19%
JMJD2A Tudor inh | -1% | -35% | -15% | -35% | -20%[57.1 µM] | -20% | -5% | 124%[activator] | -13% | -13%
GLS inh | -5% | -1% | 7% | -7% | 20% | -5% | -7% | -17% | -4% | 3%

Just Pin1 inhibitor, for some of the entries so far:
| nr | Molecule | Pin1 inhibitor |
| --- | --- | --- |
| 16 | CCOC(=O)c1cnc2c(C)c(Cl)ccc2c1Nc1ccc(N2CCOCC2)cc1 | 4% |
| 13 | C#CCOCCOCCOCCNc1nc(N2CCN(C(=O)[C@H](CCCCN)n3cc(CC(C)O)nn3)CC2)nc(N2CCN(C(=O)[C@H](CCCCN)n3cc(CC(C)O)nn3)CC2)n1 (stereo not given in full) | -2% |
